Source: PubChem BioAssay (National Center for Advancing Translational Sciences (NCATS))
N370S GC mod: qHTS Assay for Inhibitors and Activators of N370S glucocerebrosidase as a Potential Chaperone Treatment of Gaucher Disease; Lysosomal acid glucosylceramidase (Homo sapiens), P04062; N370S GC spleen homogenate, 4MU-glucoside fluorescence; Potency, µM (series often up to 59.4 µM), inactives show at the highest dose activity change, negative = inhibition, hits mostly inhibitors; 330,000 tested, 0.092% active;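 note: 0% = full enzyme activity and -100% = no enzyme basal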
KAT2A inh: qHTS Assay for Inhibitors of GCN5L2; Histone acetyltransferase KAT2A (Homo sapiens), Q92830; GCN5L2 HAT assay, ThioGlo1 CoA-SH fluorescence; Potency, µM (titrated, usually from 58.9 µM), for the others: at the top dose activity change, negative = inhibition, most hits filed as inhibitors; 390,000 tested, 0.21% active; AID 504327, 2011
Target sequence (Q92830 whole entry, looked up): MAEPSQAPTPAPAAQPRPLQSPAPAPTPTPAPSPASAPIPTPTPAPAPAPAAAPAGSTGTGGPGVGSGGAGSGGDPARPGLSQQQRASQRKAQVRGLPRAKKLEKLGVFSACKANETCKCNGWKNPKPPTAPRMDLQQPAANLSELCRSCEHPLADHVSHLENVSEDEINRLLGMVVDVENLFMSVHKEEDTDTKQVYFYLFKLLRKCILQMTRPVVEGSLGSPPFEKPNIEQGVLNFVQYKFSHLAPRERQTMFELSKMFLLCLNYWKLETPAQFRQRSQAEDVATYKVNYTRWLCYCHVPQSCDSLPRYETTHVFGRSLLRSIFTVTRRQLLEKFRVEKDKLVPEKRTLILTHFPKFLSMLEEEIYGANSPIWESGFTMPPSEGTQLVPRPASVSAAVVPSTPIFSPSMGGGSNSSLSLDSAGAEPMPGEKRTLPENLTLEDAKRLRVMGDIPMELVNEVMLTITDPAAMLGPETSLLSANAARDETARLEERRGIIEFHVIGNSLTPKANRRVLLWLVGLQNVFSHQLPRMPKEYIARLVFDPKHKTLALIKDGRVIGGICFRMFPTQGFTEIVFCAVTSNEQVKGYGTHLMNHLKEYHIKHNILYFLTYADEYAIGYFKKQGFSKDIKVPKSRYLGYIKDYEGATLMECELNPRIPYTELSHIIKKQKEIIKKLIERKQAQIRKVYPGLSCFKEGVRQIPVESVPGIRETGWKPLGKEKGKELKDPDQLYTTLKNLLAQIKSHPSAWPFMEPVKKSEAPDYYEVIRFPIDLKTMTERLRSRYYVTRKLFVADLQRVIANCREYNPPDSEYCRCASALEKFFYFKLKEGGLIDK
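ThioGlo1-coupled HAT assay: 20nM GCN5L2, 70uM acetyl-CoA, 75uM H3(1-25) peptide, pH 7.5. Fluorescence read at 340/540nm at start and after 20 min at room temperature.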
FEN1 inhibitor: qHTS Assay for the Inhibitors of Human Flap endonuclease 1 (FEN1); Potency, µM (top dose mostly 114 µM), inactives show at the highest dose activity change, negative = inhibition, hits mostly inhibitors; P39748; 390,000 tested, 0.35% active; AID 588795, 2011; Recombinant FEN1 flap cleavage, fluorescence, 15 min; note: nearly all actives have a fitted effect of over 65% in size
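Potency values derive from four-parameter Hill fits of normalized qHTS data. The reaction used 10 nM FEN1 preincubated 15 min at room temperature with compound, then 50 nM DNA substrate, read at 0 and 15 min.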
Starred values were filed as active, the others as inactive; ? = inconclusive; · = no result given; & = joins results of further samples. Calls come from the whole dose curve; as a rule, active = well fitted curve in the direction sought with a large enough effect; inconclusive = small, poorly fitted or top-dose-only effect, or another doubt; inactive = no such curve, though single readings can be large; an effect the other way counts as inactive or inconclusive. Unless noted, % is set by controls: 0 for no effect and ±100 for the full control effect; potency is the fitted concentration of half-maximal effect. Only part of the results is shown; rates above refer to the full screens.

Sequence of screens – N370S GC mod | FEN1 inhibitor | KAT2A inh
> CCN(CC)S(=O)(=O)c1cccc(NC(=O)C2SC(=Nc3ccc(C)cc3C)C(C(=O)NC(C)COC)=C2N)c1 (stereo not drawn)
 : -29% | -23% | -4%
> COCCn1c(=O)[nH]c2cc(C(=O)NCCCN3CCN(c4ccc(F)cc4)CC3)ccc2c1=O
 : 24% | -10% | -3%
> O=C(Cc1ccc2ccccc2c1)Nc1ccccc1Br
 : 5% | 7% | -3%
> COc1ccc(C2/C=C\CC(NC(=O)OCC3c4ccccc4-c4ccccc43)CC(=O)N2Cc2cccc(F)c2)cc1 (stereo not drawn)
 : -12% | · | 5%
> Cc1cccc(C(=O)Nc2ccc(N3CCN(c4ccc(F)cc4)CC3)c(C(=O)O)c2)c1
 : · | -3% | 0%
> Cn1c(=O)[nH]c(=O)c2[nH]cnc21
 : 12% | · | 5%
> CCOC(=O)c1c(NC(=O)c2ccccc2C(=O)O)sc2c1CCC2
 : 1% | 2% | -4%
> COc1ccc(-n2c(C)cc(C(=O)Cn3c(NCCO)nc4ccccc43)c2C)cc1
 : -17% | -16% | -4%
> CC1CCN(CCCNC(=O)CCCNC(=O)Cn2cnc3sc4c(c3c2=O)CCCC4)CC1
 : 3% | 4% | 4%
> CCC(=O)N1CCc2cc(S(=O)(=O)CCC(=O)Nc3ccc(C)cn3)ccc21
 : -8% | -12% | -14%
> CCOC(=O)NC1(Nc2ccc(C)cc2)Oc2ccccc2O1
 : 3% | 6% | 18%
> CCOC(=O)c1c(-c2ccccc2)csc1NC(=O)c1cc(=O)c2ccc(C)cc2o1
 : · | -2% | -6%
> Cc1cc([N+](=O)[O-])ccc1-c1ccc(/C=N/NC(=O)c2ccc(Br)o2)o1
 : -1% | -19% | -2%
> Nc1n[nH]c(N)c1N=Nc1ccccc1F
 : -16% | -4% | -6%
> Cc1cccc(OCC2=N/C(=C\N(C)C)C(=O)O2)c1
 : 7% | 7% | -7%
> CCOC(=O)CSc1nsc(SCC(=O)OCC)c1C#N
 : -3% | -2% | -1%
> CN1CCc2c(sc(/N=C/c3c[nH]c4ccccc34)c2C(N)=O)C1
 : -5% | ? | 6%
> CC(=O)Nc1c(C)ccc(S(N)(=O)=O)c1C
 : -6% | 4% | ?
> CC(=O)c1ccccc1NC(=O)COC(=O)CSCC(=O)Nc1cc(C)on1
 : 2% | 0% | -2%
> OCCC1CN(Cc2nc3ccccc3s2)CCN1C1CCCCC1 (stereo not drawn)
 : -3% | 19% | -17%
> COc1ncnc2c1oc1nc(C(C)C)c3c(c12)CC(C)(C)OC3
 : -8% | 2% | -3%
> CC1CC(C)CN(C(=O)c2ccc(CNc3c(N4CCCC4)c(=O)c3=O)cc2)C1 (stereo not drawn)
 : 8% | -6% | 2%
> CCN1CCN(CCCNC(=O)c2cc3c(=O)n(CC)c4ccccc4c3s2)CC1
 : · | -9% | -2%
> CCc1ccc(CNC(=O)CN2C(=O)c3cccnc3Oc3ccc(Cl)cc32)cc1
 : · | -7% | -5%
> Cc1ccc(S(=O)(=O)NCCC(=O)NC(C)c2ccccc2)cc1 (stereo not drawn)
 : -9% | -5% | -3%
> Cc1ccc(NC2CCCN(C(=O)c3ccc4[nH]ccc4c3)C2)cc1C (stereo not drawn)
 : 9% | 0% | -5%
> CCOc1ccccc1NC(=O)c1c(NCc2ccc(C)o2)sc2c1CCC(C)C2 (stereo not drawn)
 : · | -3% | 6%
> CCOc1ccc(NC(=S)N2CCC(NC(=O)c3ccccc3C)CC2)cc1
 : 0% | 3% | 4%
> OC(CN1CCC(Cc2ccc(F)cc2)CC1)c1ccc(Cl)cc1 (stereo not drawn)
 : -11%&0% | · | -3%&-2%
> COc1ccc(NC(=O)CCCC(=O)c2ccccc2)cc1
 : -7% | 3% | -4%
> COc1ccccc1NC(=O)N1CC(=O)Nc2sc3c(c2C1c1ccccc1)CCCC3 (stereo not drawn)
 : · | 13% | -8%
> O=C1[C@H]2[C@@H](C3CC3)N3C(=O)CN(CC4CC4)C(=O)[C@@]3(Cc3ccccc3)[C@H]2C(=O)N1c1ccccc1
 : · | -4% | -4%
> Cc1c(O)nc(SCC(=O)Nc2ccc3c4c(cccc24)CC3)n(-c2ccc(F)cc2)c1=O
 : 18% | -15% | -3%
> O=C1N/C(=N\N=C\c2ccc3ncccc3c2)SC1Cc1ccc(SC(F)F)cc1 (stereo not drawn)
 : 1% | 12% | 0%
> COc1cc(/C=C/C2=CC(C)(C)NC(=S)N2)cc(OC)c1OC
 : -5% | 14% | -5%
> CC(Sc1oc(-c2ccco2)nc1S(=O)(=O)c1ccc(Br)cc1)c1ccccc1 (stereo not drawn)
 : · | -6% | -13%
> CN(Cc1ccccc1)S(=O)(=O)c1ccccc1[N+](=O)[O-]
 : -16% | 3% | -24%
> COc1ccc(/C(C)=C(\C#N)C(=O)OC(C)C)cc1OC
 : 2% | -14% | 3%
> C=CCNC(=O)C(=O)Nc1ccc2c(c1)N(S(=O)(=O)c1cccs1)CCC2
 : -5% | -1% | 0%
> CN1CCN(c2cc(-c3ccccc3C(F)(F)F)ncn2)CC1
 : -14% | · | 4%
> Cc1cccc(Nc2nc(NC(C)C)nc(Oc3ccc(=O)n(C)n3)n2)c1
 : 5% | 11% | -2%
> CC(C)OC(C)C
 : -4% | · | 8%
> COc1ccccc1CCn1c(=O)c(-c2cccs2)nc2cncnc21
 : 9% | · | -6%
> CCOc1ccc(NC(=O)Cn2cc(C(=O)c3ccc(CC)cc3)c(=O)c3cc4c(cc32)OCO4)cc1
 : · | -11% | -3%
> O=C(Cn1cnc2c(nnn2Cc2ccccc2)c1=O)NCc1ccco1
 : 4% | 9% | -10%

The closing five records of the part above lead into the next.
Sequence of screens – N370S GC mod | FEN1 inhibitor | KAT2A inh
> Cc1cccc(Nc2nc(NC(C)C)nc(Oc3ccc(=O)n(C)n3)n2)c1
 : 5% | 11% | -2%
> CC(C)OC(C)C
 : -4% | · | 8%
> COc1ccccc1CCn1c(=O)c(-c2cccs2)nc2cncnc21
 : 9% | · | -6%
> CCOc1ccc(NC(=O)Cn2cc(C(=O)c3ccc(CC)cc3)c(=O)c3cc4c(cc32)OCO4)cc1
 : · | -11% | -3%
> O=C(Cn1cnc2c(nnn2Cc2ccccc2)c1=O)NCc1ccco1
 : 4% | 9% | -10%
> NC(=O)C1CCCN(CC(O)COCc2ccc(Cl)cc2)C1 (stereo not drawn)
 : -2% | 17% | 22%
> COc1cc(/C=C2\SC(=S)N(NS(=O)(=O)c3ccc(C)cc3)C2=O)ccc1O
 : -8% | -26% | -1%
> CCc1nnc(NC(=O)CSc2nnc(Cc3ccccc3)o2)s1
 : 4% | 3% | -8%
> O=C(COc1ccccc1Br)Nc1ccc2c(c1)OCCCO2
 : ? | -15% | -9%
> CCc1nnc(NC(=O)CCC(=O)O)s1
 : -5% | -1% | -1%
> COc1cc(C(=O)NCC2(N(C)C)CCCCC2)ccc1OCc1ccccc1
 : 1% | -8% | -3%
> CCn1nccc1C(=O)Nc1ccc(Cl)cn1
 : -3% | -2% | ?
> N#C/C(=C(\O)c1cc(Cl)sc1Cl)c1nc2ccccc2[nH]1
 : 14% | -12% | -3%
> CNc1c([N+](=O)[O-])cnn1-c1ccccn1
 : -17% | 2% | -9%
> O=C(CCN1C(=O)/C(=C/c2ccccc2)SC1=S)NC1CCS(=O)(=O)C1 (stereo not drawn)
 : -7% | 17% | -12%
> CCOc1ccc(N(CC(=O)NCCc2ccc(C)cc2)S(=O)(=O)c2c(C)noc2C)cc1
 : -3% | -5% | -2%
> S=C(Nc1ccccc1)Nc1nccs1
 : 2%&18% | -7% | -12%&-15%
> COc1ccc(NC(=O)CN2CCC(C(N)=O)(N3CCCCC3)CC2)cc1
 : 18% | -6% | 1%
> CC(=O)c1cc(-c2ccc(F)cc2)n(CCC(=O)Nc2cccnc2)c1C
 : -7% | 13% | 3%
> O=C(CCC(=O)N(Cc1ccco1)C(C(=O)NC1CCCC1)c1ccncc1)Nc1cccnc1 (stereo not drawn)
 : -2% | -10% | -3%
> O=C1CCCN1CCCNc1nc2c(S(=O)(=O)c3ccccc3)nnn2c2ccc(Cl)cc12
 : 4% | 6% | -4%
> CCOC(=O)c1cc(S(=O)(=O)Nc2cc(C)c(Cl)cc2OC)[nH]n1
 : · | -2% | -5%
> O=c1ccnc(SCn2nnc3ccccc3c2=O)[nH]1
 : 6% | 5% | -6%
> COc1ccc(CC(=O)Oc2ccccc2Cl)cc1S(=O)(=O)N1CCOCC1
 : -4% | 15% | -8%
> C/C(=N\OC(=O)Nc1ccc(Cl)cc1)c1ccc(F)c(F)c1
 : -6% | -11% | -1%
> O=c1[nH]c(SCc2ccc(F)cc2)nc2c1cnn2-c1ccc(F)cc1
 : 4% | -14% | -3%
> O=C(NCc1ccco1)C1CCCN1C(=O)Nc1ccccc1Cl (stereo not drawn)
 : 7% | -1% | -2%
> CCOC(=O)C1CCN(Cc2nc3ccccc3c(=O)n2-c2ccc(F)cc2)CC1
 : 3% | 0% | -3%
> CCCNC(=O)Cn1nc(-c2ccc(C)c(C)c2)c2cnc3ccc(F)cc3c21
 : · | -3% | 1%
> Nc1ccc(Cc2ccc(N)c(O)c2)cc1O
 : -6% | -3% | -5%
> COc1ccc([N+](=O)[O-])cc1N(CC(=O)NC1CCCC1)S(C)(=O)=O
 : 6% | 1% | 21%
> Cc1nc(NC(=O)c2ccccc2)sc1-c1csc(NCc2ccco2)n1
 : 4% | 3% | -6%
> Cc1nc(-c2cccc(NC(=O)c3cccc(S(=O)(=O)N4CCCC4)c3)c2)cs1
 : · | 1% | -1%
> CCN1C(=O)[C@@H]2[C@@H](c3ccc(-c4ccc(Cl)c(Cl)c4)cc3)N3CCC[C@@]3(C(=O)OC)[C@@H]2C1=O
 : · | -10% | -10%
> O=C(Nc1nnc(S(=O)(=O)N2CCCC2)s1)c1ccccc1Br
 : -14% | 5%&14% | -2%&-4%
> CCOc1ccc(C2c3[nH]c4ccccc4c3CCN2Cc2cccn2-c2ncccn2)cc1 (stereo not drawn)
 : -10% | -20% | 1%
> CCc1ccccc1NC(=O)CN1CCN(C(=O)CNC(=O)c2ccccc2F)CC1
 : · | -3% | -3%
> CCOC(=O)C1=C(C)NC(=O)NC1c1cc(C)sc1C (stereo not drawn)
 : -9% | 5% | -3%
> CC(C)N(C(=S)Nc1cccc(C(F)(F)F)c1)C(C)c1ccccn1 (stereo not drawn)
 : -21% | -6% | 0%
> Cc1ccc(-n2c(-c3cccc(C)c3)nc3c(cnn3-c3ccccc3)c2=O)cc1
 : · | ? | 0%
> COc1ccc2[nH]c(=O)c(CN(Cc3cccs3)C(=S)Nc3cccc(C)c3)cc2c1
 : 5% | 0% | -21%
> CC1CCCCN1CCCNC(=O)c1ccc2nc(N3CCCCC3)sc2c1 (stereo not drawn)
 : -15% | -1% | 2%
> O=c1c(N2CCN(c3cccc(Cl)c3)CC2)csc2ccc(Cl)cc12
 : · | -1% | -1%
> COC(=O)C1=C(C)NC(=O)CC1c1ccccc1 (stereo not drawn)
 : 4% | -5% | -3%
> COc1ccc(N2CCN(C(=O)c3ccccc3N(C)S(=O)(=O)c3ccccc3)CC2)cc1
 : 0% | -1% | -5%
> CC(C)NC(=O)CC1(C(=O)NCc2ccc(Cl)cc2)CCCC1
 : -6% | 19% | -5%
> Cc1ccc(S(=O)(=O)N(CC(=O)O)c2ccc(Cl)c(C(F)(F)F)c2)cc1
 : 5% | -4% | 13%
> CS(=O)(=O)c1ccc2nc(NC(=O)C3COc4ccccc4O3)sc2c1 (stereo not drawn)
 : 3% | 0% | -10%
> O=C1CN(C(=O)COC(=O)Cc2ccsc2)c2ccccc2N1
 : -2% | 5% | 0%
> CC(C)=CCOc1cc2oc(=O)ccc2cc1O
 : -1% | · | -15%
> Cc1ccsc1-c1nc(CSCC(=O)NCc2ccc3c(c2)OCO3)c(C)o1
 : 7% | -21% | -11%
> COc1cc2ccccc2cc1C(=O)Nc1ccc(N2CCN(C)CC2)cc1
 : 0% | -11% | -16%
> O=C1CSC(c2ccccc2)N1c1cccnc1 (stereo not drawn)
 : 4% | -2% | 1%
> O=C(NCCNC(=O)C1CC2CCC1C2)C1CC2CCC1C2 (stereo not drawn)
 : -5% | -8% | -16%
> O=C(O)C1CC=CCC1C(=O)Nc1ccccc1C(=O)N1CCN(c2ccc(F)cc2)CC1 (stereo not drawn)
 : 11% | -15% | -6%
> O=C(NCc1cccnc1)Nc1cccc(NC(=O)NCc2cccnc2)c1F
 : 2% | -18% | -8%
> O=C(Cc1ccccc1)Nc1c2c(nn1-c1cccc(Cl)c1)CS(=O)(=O)C2
 : 8% | 5% | -10%
> N#Cc1ccc(CN2CC3(CCN(C(=O)c4ccco4)CC3)C2)cc1
 : -1% | · | 6%
